ALDH1A1 inh = blocks purified human ALDH1A1 activity. AID 1030. hit rate 7.3% among 220,000. P00352. Potency, µM (doses to about 75.3 µM), for the others: top-dose activity, negative = inhibition, usual class: inhibitors. Purified ALDH1A1, NADH fluorescence, propionaldehyde substrate; active means well fitted inhibition curve with a large enough effect, not every such curve was filed as active; inconclusive means small, poorly fitted or top-dose-only effect, or another doubt; inactive means no such curve, though single readings can be large or run the other way;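 further: plate controls were no enzyme wells and a reference inhibitor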
Tau fluor cs = counter-screen for tau fibril formation inhibitors; Potency, µM (titrated, usually from 57.7 µM), without a hit: at the top dose activity change, negative = decrease; tau K18 P301L (four-repeat tau fragment) Alexa594 fluorescence, heparin fibrillization; AID 1463; hit rate 0.93% among 280,000; further: on the % scale 0 is the no-effect control and ±100 the full control effect; nearly all actives have a fitted effect of over 55% in size
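Human K18 P301L tau (15 uM unlabeled plus 0.24 uM Alexa 594-labeled, final) in 100 mM sodium acetate pH 7 was mixed with compound and 20 uM heparin and incubated 6 hr at 37 C.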
NPSR antagonist = blocks cAMP signaling of the human neuropeptide S receptor; Potency, µM (doses to about 38.3 µM), without a hit: at the highest dose activity change, negative = inhibition, hits mostly inhibitors; hit rate 1% among 220,000; CHO-NPSR cells, cAMP TR-FRET, antagonist mode; AID 1461; further: on the % scale 0 is the no-effect control and ±100 the full control effect; nearly all actives have a fitted effect of over 50% in size; many of its hits are not listed in these tables
Target sequence (Q6W5P4 whole entry, looked up): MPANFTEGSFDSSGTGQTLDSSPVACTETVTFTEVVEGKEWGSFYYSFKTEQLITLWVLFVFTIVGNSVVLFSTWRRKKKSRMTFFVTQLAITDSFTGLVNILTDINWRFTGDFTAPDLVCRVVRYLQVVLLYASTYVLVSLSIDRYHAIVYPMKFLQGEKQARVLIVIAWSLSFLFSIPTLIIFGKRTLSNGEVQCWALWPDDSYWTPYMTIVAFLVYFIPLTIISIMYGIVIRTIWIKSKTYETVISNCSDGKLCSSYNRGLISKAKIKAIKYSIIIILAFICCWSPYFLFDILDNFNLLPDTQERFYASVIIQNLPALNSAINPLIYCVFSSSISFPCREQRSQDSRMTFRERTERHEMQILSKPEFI
GAA spleen mod = inhibitors or activators of human alpha-glucosidase in spleen homogenate; P10253; human spleen homogenate, 4-MU-alpha-glucoside fluorescence; Potency, µM (series often up to 79.9 µM), inactives show at the highest dose activity change, negative = inhibition, most hits filed as inhibitors; hit rate 0.006% among 240,000; AID 2112;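 further: 0% = enzyme with vehicle and -100% = no enzyme basal signal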
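Compounds were titrated against alpha-glucosidase in spleen homogenate at pH 5.0, with 1 mM 4-methylumbelliferyl substrate for 40 min at 37 C. Reactions were quenched with pH 10 NaOH/glycine and fluorescence measured.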
GAA inh = blocks human lysosomal alpha-glucosidase | P10253 | purified human GAA, 4-MU-alpha-glucoside fluorescence | Potency, µM (highest dose often 76.9 µM), for the others: top-dose activity change, negative = inhibition, most hits filed as inhibitors | hit rate 0.005% among 200,000 | AID 1466;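 further: plate controls were uninhibited enzyme wells for no effect and no-enzyme background for full effect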
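Human enzyme at 4 nM with 400 uM 4-methylumbelliferyl-alpha-D-pyranoside, citrate/phosphate buffer pH 5.0, 0.005% Tween-20, 20 min at room temperature. Compounds up to 77 uM. 4-MU fluorescence (Ex 365/Em 440) read after NaOH/glycine stop; AC50 from Hill fit.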
Epigenetic reg = regulators of epigenetic silencing causing reporter derepression in mouse cells | murine LDR cells, GFP reporter derepression, 30 h | Potency, µM (top dose mostly 53.9 µM), for inactives: at the top dose GFP activation, most hits filed as activators | hit rate 0.2% among 280,000; further: % of control where 0% means no effect; nearly all actives have a fitted effect of over 60% in size
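GFP-positive cell count by laser-scanning cytometry (objects 20–120 um) after 30 h, 37 C compound exposure of murine LDR cells; reporter is CMV-GFP integrated at a silenced locus, inducible by HDAC or DNMT inhibitors.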
aGal spleen mod = inhibits or activates alpha-galactosidase in human spleen homogenate | P06280 | human spleen homogenate, 4MU-alpha-Gal fluorescence, 40 min | Potency, µM (top dose mostly 80 µM), inactives show at the top dose activity change, negative = inhibition, most hits filed as inhibitors | hit rate 0.008% among 240,000;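 further: 0% = enzyme with vehicle and -100% = no enzyme basal signal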
Target sequence (P06280 32-429 limits assumed): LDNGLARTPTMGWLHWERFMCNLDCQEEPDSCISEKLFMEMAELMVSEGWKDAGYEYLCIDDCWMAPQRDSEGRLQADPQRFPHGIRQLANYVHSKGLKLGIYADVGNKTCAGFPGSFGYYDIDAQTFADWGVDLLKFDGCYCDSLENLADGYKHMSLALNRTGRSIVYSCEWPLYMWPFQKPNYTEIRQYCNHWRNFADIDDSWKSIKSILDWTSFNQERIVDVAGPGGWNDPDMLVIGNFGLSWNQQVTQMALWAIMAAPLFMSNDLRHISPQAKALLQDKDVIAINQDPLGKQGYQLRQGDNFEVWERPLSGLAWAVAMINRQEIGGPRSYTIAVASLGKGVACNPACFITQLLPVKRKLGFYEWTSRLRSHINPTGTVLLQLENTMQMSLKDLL
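qHTS titration in buffer at pH 5.0. Alpha-galactosidase activity in spleen homogenate was measured via 4-methylumbelliferone release from 1 mM fluorogenic substrate after 40 min at 37C and a pH 10 stop. AC50 came from Hill fits of control-normalized data.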
GAA glycogen = GAA glycogen-cleavage inhibition or activation; recombinant GAA, glycogen substrate, Amplex Red glucose oxidase fluorescence; Potency, µM (highest dose often 76.4 µM), for the others: top-dose activity change, negative = inhibition, actives largely listed as inhibitors; hit rate 0.38% among 300,000; AID 2100;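 further: 0% = full enzyme reaction and -100% = no-enzyme basal signal; the screen sought inhibitors and activators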
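Recombinant human enzyme (4 nM); glycogen substrate; 37 C, 40 min, pH 5.0. Readout: coupled glucose oxidase/Amplex Red fluorescence.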
The depositor's hits bear a star; ? = inconclusive; . = not tested or not shown; [ ] = remark or other dose. Unless noted, the call rests on the fitted dose curve; in most records, active means well fitted curve in the direction sought with a large enough effect; inconclusive means small, poorly fitted or top-dose-only effect, or another doubt; inactive means no such curve, though single readings can be large; an effect the other way counts as inactive or inconclusive. Potency means the concentration at half of the fitted maximal effect. Some of the compounds tested; the hit share may differ from the screen's.

cpd	canonical_smiles	ALDH1A1 inh	Tau fluor cs	NPSR antagonist	GAA spleen mod
1	CC(=O)C1=C(C)Nc2ncnn2C1c1ccccc1OCc1ccccc1 (stereo unspecified)	2%	4%	-12%[46.1 µM]	-6%
2	CCOC(=O)c1[nH]c2cc3c(cc2c1NC(=O)CN1CC(C)CC(C)C1)OCO3 (stereo unspecified)	?	?	-26%[46.1 µM]	9%
3	Clc1ccc(-n2ncc3c(NCc4cccs4)ncnc32)cc1	1.6µM*	-27%	-21%[46.1 µM]	2%
4	COC(=O)c1ccccc1N(C)C(=O)C12CCC(C)(C(=O)O1)C2(C)C (stereo unspecified)	6%	4%	0%[46.1 µM]	-8%
5	O=C(Nc1c(F)cc(F)cc1Br)c1ccco1	?	-1%	-13%[46.1 µM]	-3%
6	Cc1nn(-c2cc(Cl)ccc2N)c(=O)c2ccccc12	2%	-11%	-4%[46.1 µM]	0%
7	CC1(C)CC(=O)C2=C(C1)Nc1cc(Cl)ccc1S2	.	-27%	-20%	-2%
8	CC(C)c1ccc(N2C(=O)[C@@H]3Cc4ccccc4CN3C2=O)cc1	10%	-7%	-4%[46.1 µM]	0%
9	O=C(CSc1nnc(-c2ccccc2)n1-c1ccccc1)NCc1ccco1	?	-14%	-10%[46.1 µM]	2%
10	COC(=O)c1cc(NC(=O)C2(S(=O)(=O)c3ccc(Cl)cc3)CC2)cc(C(=O)OC)c1	-12%	-5%	-11%	-9%
11	CC1CCCC(C)N1C(=O)CN1C(=O)C(C)(C)Oc2ccc(C(=O)NC3CCCC3)cc21 (stereo unspecified)	-3%	6%	-20%[46.1 µM]	-10%
12	O=C1CC2(CCCC2)CC(=O)N1CCCCNCC1COc2ccccc2O1 (stereo unspecified)	?	-4%	.	-1%

cpd	GAA inh	Epigenetic reg	aGal spleen mod	GAA glycogen
1	-8%	0.0%	0%	-3%
2	-9%	0.0%	1%	-8%
3	?	0.0%	7%	-2%
4	-7%	-1.0%	-5%	-15%
5	8%	0.9%	-2%	-2%
6	-4%	0.6%	4%	8%
7	.	0.1%	-5%	?
8	-2%	-1.0%	-11%	-2%
9	-8%	2.2%	8%	1%
10	1%	0.0%	8%	-2%
11	4%	-0.7%	-8%	6%
12	.	1.1%	-4%	.

From entry 1 up to 8, as listed above:
cpd	canonical_smiles	ALDH1A1 inh	Tau fluor cs	NPSR antagonist	GAA spleen mod
1	CC(=O)C1=C(C)Nc2ncnn2C1c1ccccc1OCc1ccccc1 (stereo unspecified)	2%	4%	-12%[46.1 µM]	-6%
2	CCOC(=O)c1[nH]c2cc3c(cc2c1NC(=O)CN1CC(C)CC(C)C1)OCO3 (stereo unspecified)	?	?	-26%[46.1 µM]	9%
3	Clc1ccc(-n2ncc3c(NCc4cccs4)ncnc32)cc1	1.6µM*	-27%	-21%[46.1 µM]	2%
4	COC(=O)c1ccccc1N(C)C(=O)C12CCC(C)(C(=O)O1)C2(C)C (stereo unspecified)	6%	4%	0%[46.1 µM]	-8%
5	O=C(Nc1c(F)cc(F)cc1Br)c1ccco1	?	-1%	-13%[46.1 µM]	-3%
6	Cc1nn(-c2cc(Cl)ccc2N)c(=O)c2ccccc12	2%	-11%	-4%[46.1 µM]	0%
7	CC1(C)CC(=O)C2=C(C1)Nc1cc(Cl)ccc1S2	.	-27%	-20%	-2%
8	CC(C)c1ccc(N2C(=O)[C@@H]3Cc4ccccc4CN3C2=O)cc1	10%	-7%	-4%[46.1 µM]	0%

cpd	GAA inh	Epigenetic reg	aGal spleen mod	GAA glycogen
1	-8%	0.0%	0%	-3%
2	-9%	0.0%	1%	-8%
3	?	0.0%	7%	-2%
4	-7%	-1.0%	-5%	-15%
5	8%	0.9%	-2%	-2%
6	-4%	0.6%	4%	8%
7	.	0.1%	-5%	?
8	-2%	-1.0%	-11%	-2%

Next section:
cpd	canonical_smiles	ALDH1A1 inh	Tau fluor cs	NPSR antagonist	GAA spleen mod
13	COc1ccc(CNC(=O)C(NC(C)=O)C(=O)Nc2ccc(OC)cc2)cc1 (stereo unspecified)	-8%	-4%	-4%[46.1 µM]	-6%
14	OCC[C@H]1C[C@H](O)[C@@H](O)[C@@]2(CCCCO2)O1	1%	1%	6%	-1%
15	Cc1ccc(-c2nc(C#N)c(NCCN3CCCCC3)o2)cc1	?	-15%	-13%[46.1 µM]	-4%
16	CCc1ccc(CN(C)C(=O)CCc2nnc(CCc3ccccc3OC)o2)nc1	1%	-4%	6%	1%
17	O=c1c(-c2ccccc2)c(O)cc(-c2ccncc2)n1-c1ccc(Cl)cc1	-1%	-6%	-10%	-7%
18	CC(Oc1cccc(Cl)c1)c1ccnc2nc(/N=C/N(C)C)nn12 (stereo unspecified)	?	2%	8%	1%
19	CC(=O)Cn1ncc(Br)c(Br)c1=O	3.5µM*	-9%	-18%	-2%
20	Cc1nc(/C(N)=N/OC(=O)c2ccccc2Cl)c(C(F)(F)F)o1	6%	-3%	12%	2%
21	COc1ccc(CN=C2NC(=O)CC(C(=O)Nc3ccccc3C)S2)cc1 (stereo unspecified)	-9%	-1%	8%[46.1 µM]	-1%
22	Cc1[nH]c2ccccc2c1CN1CCc2ccccc2C1	-4%	?	-8%[46.1 µM]	-2%
23	COc1ccc(CNC(=O)C/C(C)=N/NC(=O)COc2ccccc2)cc1	-15%	-8%	-10%	6%
24	Cc1nc2nc[nH]n2c(=O)c1CCOC(=O)c1ccccc1F	-10%	-2%	-12%	0%

cpd	GAA inh	Epigenetic reg	aGal spleen mod	GAA glycogen
13	-8%	-0.9%	4%	-2%
14	?	1.2%	0%	3%
15	-6%	-0.2%	-7%	?
16	11%	2.9%	3%	5%
17	?	-3.5%	-4%	2%
18	0%	-5.3%	-3%	2%
19	12%	-2.3%	-4%	10%
20	-5%	-1.3%	-6%	6%
21	?	0.1%	0%	-7%
22	?	5.0%	2%	10%
23	3%	1.1%	-16%	2%
24	-7%	-1.7%	4%	15%

Further records
cpd	canonical_smiles	ALDH1A1 inh	Tau fluor cs	NPSR antagonist	GAA spleen mod
25	Cc1cc(/C=C2\C(=N)N3N=CSC3=NC2=O)c(C)n1Cc1ccccc1	.	?	?	-4%
26	O=C(NCc1ccc(Cl)cc1)C(=O)Nc1nccs1	6%	-5%	11%	-1%
27	COC(=O)c1ccc(C(=O)NC(=S)Nc2ccc3nc(SC)sc3c2)cc1	-14%	1%	18%	-1%
28	CCN(CC)c1ccc2c(c1)C(=O)N(C)C2=O	?	-5%	-19%[46.1 µM]	-6%
29	Cc1ccc(N2C(=O)c3ccc(C(=O)NCCN4CCOCC4)cc3C2=O)cc1	-10%	-7%	-3%[46.1 µM]	-4%
30	CC(=O)NC(=S)NNC(=O)COc1ccc(Br)cc1	18µM*	-10%	3%	.
31	CCOC(=O)CNC(=O)O[C@@H]1C(=O)c2cc(Br)ccc2O[C@H]1c1cccc(OC)c1	-1%	-11%	.	-11%
32	Cc1cc(N2C(=O)C3C4CC(c5ccccc5)C(C4)C3C2=O)no1 (stereo unspecified)	16%	3%	0%	-3%
33	CSc1ccc(N/N=C(/C#N)S(=O)(=O)C(C)(C)C)cc1	11%	-11%	-18%	-2%
34	Nc1ccc(-n2nncc2-c2ccc(Cl)cc2)cc1	?	-8%	-12%[46.1 µM]	1%
35	CCOC(=O)C1CCN(S(=O)(=O)c2c(C)n(C)c(=O)n(C)c2=O)CC1	5%	-5%	-8%[46.1 µM]	-1%
36	CC(C)Nc1nnc(SCC(=O)/C=C2\N(C)c3ccccc3C2(C)C)s1	-2%	5%	?	-4%

cpd	GAA inh	Epigenetic reg	aGal spleen mod	GAA glycogen
25	.	-2.4%	-9%	-8%
26	1%	-0.2%	-9%	25%
27	9%	3.0%	5%	11%
28	?	0.9%	-2%	3%
29	0%	-0.9%	-9%	-1%
30	-10%	3.2%	-3%	-8%
31	.	-1.1%	-3%	.
32	-2%	-2.1%	0%	13%
33	-7%	0.9%	-3%	7%
34	-1%	1.6%	1%	1%
35	-2%	0.0%	-6%	3%
36	?	0.0%	4%	2%

(more compounds)
cpd	canonical_smiles	ALDH1A1 inh	Tau fluor cs	NPSR antagonist	GAA spleen mod
37	COCc1ccc(CN2CCc3c([nH]c4ccccc34)C2C(C)(C)C)o1 (stereo unspecified)	-9%	8%[2.34 µM]	-2%	-4%
38	COc1ccc(C(NC(=O)/C=C/c2ccco2)c2ccc(OC)c(OC)c2)cc1 (stereo unspecified)	20µM*	1%	-12%[46.1 µM]	-13%
39	O=C(CN(C(=O)Cn1nnc(-c2ccccc2F)n1)c1cccc2c1CCCC2)NCc1ccccc1	-2%	-21%	?	0%
40	Cc1ccc2cc(C(c3nnnn3C(C)(C)C)N3CCCC3)c(=O)[nH]c2c1C (stereo unspecified)	?	-16%	6%[46.1 µM]	3%
41	Cc1c(C(=O)NCCCn2ccnc2)oc2ccccc12	-9%	-2%	10%	0%
42	COC(=O)CCC(=O)OC1(C)C(=O)C=C2C=C(c3ccsc3)OC=C2C1=O (stereo unspecified)	-6%	-1%	.	-1%
43	C=CCNC(=O)NC(=O)COC(=O)CCCSc1nc2ccccc2[nH]1	9%	-13%	-4%[46.1 µM]	-6%
44	CCc1cccc(C)c1NC(=S)N(CCN(C)C)C(C)c1cccnc1 (stereo unspecified)	10%	-16%	17%	0%
45	CCCN1C=CC(=C2C(=O)c3ccccc3C2=O)C=C1	14µM*	-3%	-5%[46.1 µM]	-15%
46	CCOC(=O)N1CCN(c2cc(=O)n(-c3ccccc3C)c(=O)[nH]2)CC1	-5%	-1%	23%	4%

cpd	GAA inh	Epigenetic reg	aGal spleen mod	GAA glycogen
37	?	-0.1%	-4%	-3%
38	-2%	0.0%	4%	0%
39	-4%	-2.6%	-3%	-9%
40	-7%	-1.8%	3%	-15%
41	8%	-1.4%	-3%	-6%
42	.	-1.1%	-11%	.
43	1%	-1.0%	-1%	3%
44	4%	0.0%	9%	1%
45	-13%	0.0%	-5%	-1%
46	1%	-4.7%	3%	4%

Screening results deposited in PubChem by National Center for Advancing Translational Sciences (NCATS).
